# Nrf2 activator: qHTS of Nrf2 Activators; actives 0.31% (n = 410,000); Potency, µM (doses to about 46.1 µM), inactives show at the highest dose activation, most hits filed as activators; AREc32 ARE-luciferase reporter (MCF7-derived line), luminescence, 24 h; also: potency is read from the fitted curve at half-maximal effect; % of control where 0% means no effect; nearly all actives have a fitted effect of over 65% in size
#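 ARE-driven firefly luciferase activity in AREc32 cells measured after a 24 hr compound exposure at 37 deg C, using Steady-Glo reagent and a 30 min room-temperature hold.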
# A549 viability: Nrf2 qHTS screen for inhibitors: counterscreen for cytotoxicity; actives 0.16% (n = 390,000); Potency, µM (highest dose often 46 µM), for the others: at the top dose activity change, negative = cytotoxicity, usual class: inhibitors; A549 ARE-Fluc cells, CellTiter-Fluor viability, 18-24 h; AID 504648, 2011; also: potency is read from the fitted curve at half-maximal effect; % is scaled to controls: 0 for no effect and ±100 for the full control effect
#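 A549 ARE-Fluc cells in 5% FBS OPTI-MEM, 5000 cells/well, rested 2 h then exposed to compounds in concentration-response for 18-24 h at 37 °C. Viability by CellTiter-Fluor fluorescence (Ex 405/Em 525) after 30 min; luciferase luminescence (BugLite, 15 min, RT) read afterwards.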
# pAkt inh: HTS Assay for Inhibitors of Akt Phophorylation: Primary Screen. Neuro2A IGF-stimulated pAkt S473 HTRF, 20 min; active compounds read low. activity change, % for hits at 50 µM. actives 0.32% (n = 360,000). AID 651550, 2012; in the data active = activity change below about -80%; inconclusive = mostly about -51% to -80%; also: % is scaled to controls: 0 for no effect and ±100 for the full control effect
#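 Neuro2A cells in DMEM with 0.5% FBS, overnight at 37 deg C, given compound at single 50 µM final, then IGF (6 nM final) for 20 min at 37 deg C. Lysed; phospho-Akt Ser473 by HTRF after 24 h, 665/615 ratio.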
# Abeta yeast res: qHTS for compounds that reverse cellular toxicity of Amyloid beta (A-beta) peptide in yeast: Primary Screen; actives 0.063% (n = 410,000); yeast expressing A-beta42, growth rescue, OD600, 48 h; response scale: 0% DMSO, 100% iron-clioquinol control; Potency, µM (highest dose often 46.1 µM), for the others: at the highest dose growth rescue, hits mostly activators; also: potency is read from the fitted curve at half-maximal effect; nearly all actives have a fitted effect of over 55% in size
#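 Yeast growth medium received pinned compounds, then yeast cells expressing toxic A-beta were added; plates incubated at 30 C for 48 hr. Growth read as absorbance at 600 nm, normalized to DMSO and equimolar FeCl3 plus clioquinol controls.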
# HepG2 tox: qHTS for Inhibitors of TGF-b: Cytotox Counterscreen; actives 0.76% (n = 410,000); HepG2 CAGA-GFP viability, ATP luminescence, 18 h; Potency, µM (highest dose often 46.1 µM), without a hit: top-dose activity change, negative = cytotoxicity, most hits filed as cytotoxic; also: potency is read from the fitted curve at half-maximal effect; some results filed as inactive show a strong effect at the top dose
#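 HepG2 CAGA-GFP cells (1000/well, DMEM with 1% FBS) received compound, then TGF-beta at 500 pg/mL final, and were incubated 18 hours at 37 degrees C. Viability was read by CellTiter-Glo luminescence. Media-only wells were set as complete cell-killing and DMSO as no toxicity.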
# TGFb SMAD3 inh: qHTS for Inhibitors of TGF-b; HepG2 CAGA-GFP TGF-b/SMAD3 reporter, GFP fluorescence, 18 h; TGF-beta stimulated, 500 pg/mL final; Potency, µM (highest dose often 46.1 µM), for the others: top-dose activity, negative = inhibition, actives largely listed as inhibitors; actives 1.2% (n = 410,000); AID 588855, 2011; also: potency is read from the fitted curve at half-maximal effect; % is scaled to controls: 0 for no effect and ±100 for the full control effect; nearly all actives have a fitted effect of over 65% in size
#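 First, reporter cells (HEPG2 CAGA-GFP) rested 2 h at 37 degrees C. Next, compounds were pinned in and TGF-beta added to 500 pg/mL final. After 18 h, GFP was imaged per cell and summed per well.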
# Nrf2 block: Nrf2 qHTS screen for inhibitors; A549 ARE-Fluc reporter, luciferase luminescence, 18-24 h; Potency, µM (titrated, usually from 46 µM), for inactives: at the highest dose activity change, negative = inhibition, hits mostly inhibitors; actives 2.1% (n = 360,000); AID 504444, 2011; also: potency is read from the fitted curve at half-maximal effect; % is scaled to controls: 0 for no effect and ±100 for the full control effect; nearly all actives have a fitted effect of over 60% in size
#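 Nrf2 activity is the BugLite luminescence, read 15 min after reagent at room temperature, following CellTiter-Fluor cytotoxicity readout (30 min, 37C). Compound titrations were applied for 18-24 h to 5000 A549 ARE_Fluc cells/well in 5% FBS OPTI-MEM.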
# CCT chaperon mod: High-Throughput Screening for Modulators of Cytosolic Chaperonin Activity. activity change, % (test concentration not listed), hits read low. AID 651819, 2012. purified chaperonin ATPase assay, HTRF ADP detection, 30 min. actives 0.3% (n = 360,000); in the data active = activity change below about -30%; also: % is scaled to controls: 0 for no effect and ±100 for the full control effect
#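 We incubate TRiC, 40 or 20 nM final, with library compounds at 76 uM and 10 uM ATP for 30 min at 37 °C. ADP formed is detected with Transcreener HTRF reagents after 30 min at room temperature.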
# MmCpn inh: Inhibitors of TCP-1 ring complex (TRiC) of Methanococcus maripaludis (MmCpn): qHTS | Chaperonin Mm-Cpn (Methanococcus maripaludis) | purified Mm-Cpn ATPase, ADP Transcreener TR-FRET | Potency, µM (highest dose often 76.9 µM), for inactives: top-dose activity, negative = inhibition, hits mostly inhibitors | actives 0.031% (n = 330,000) | AID 504842, 2011; also: potency is read from the fitted curve at half-maximal effect; % is scaled to controls: 0 for no effect and ±100 for the full control effect; nearly all actives have a fitted effect of over 80% in size
#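 Compound-treated chaperonin, 25 nM final, turns over 10 uM ATP at 37°C for 30 min following a 10 min preincubation; ADP generated competes with ADP-d2 for Eu-cryptate antibody, lowering FRET.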
# * hit, by the source's call; i = inactive; ? = inconclusive; / = not tested or not shown; & = joins results of further samples; [ ] = dose if it differs, or a comment. Unless noted, calls follow the shape of the dose curve; as a rule, active = well fitted curve in the direction sought with a large enough effect; inconclusive = small, poorly fitted or top-dose-only effect, or another doubt; inactive = no such curve, though single readings can be large; an effect the other way counts as inactive or inconclusive.
item	Molecule	Nrf2 activator	A549 viability	pAkt inh	Abeta yeast res	HepG2 tox	TGFb SMAD3 inh	Nrf2 block	CCT chaperon mod	MmCpn inh
1	Cc1cccc2nc(CNc3ccc(F)cc3)cn12	0.8%	4%	-128%*	10%	-21%	4%	/	-3.9	0%
2	C#CCSc1n[nH]c(=O)n1-c1cccc(C(F)(F)F)c1	-1.1%	1%	i	0%	-9%	20%	-9%	-2.1	-3%
3	O=C(CCCN1C(=O)c2cccc3cccc(c23)C1=O)N1CCc2ccccc2C1	3.9%	1%	i	-9%	-35%	?	?	-1.9	1%
4	CC(=O)N/C(=C/c1ccc2c(c1)OCO2)C(=O)NCCO	3.0%	-5%	i	6%	-4%	-2%	13%	-1.4	-1%
5	CC1(C)NC(=O)N(CC(O)COC2CCCCC2)C1=O (stereo not given)	0.0%	-7%	i	-7%	-8%	18%	-13%	-0.3	3%
6	COc1cccc(NC(=O)C2CCCN(S(=O)(=O)c3ccc(-n4cnnn4)cc3)C2)c1 (stereo not given)	-0.1%	-2%	i	6%	3%	0%	5%	-2.5	0%
7	O=C(COc1ncnc2ccccc12)NC(=O)NCc1ccccc1	-0.2%	8%	i	14%	-32%	-18%	6%	-0.4	-4%
8	COc1ccc(-n2c(SC)nc3sc4c(c3c2=O)CCN(C)C4)cc1	-0.6%	-2%	i	-28%	-12%	-8%	?	-0.1	-3%
9	COc1ccc(C2c3sc(=O)[nH]c3SC3C4CCC(C4)C23)cc1OC (stereo not given)	2.9%	1%	i	-2%	0%	?	-9%	0.5	1%
10	CCCn1c(/C=N/Nc2nc3ccccc3[nH]2)nc2ccccc21	2.5%[9.22 µM]	?	i	?	-19%	?	15µM*	-1.7	0%
11	CSCCC(NC(=O)c1ccccc1Br)C(=O)NNC(=O)c1cc(C)oc1C (stereo not given)	-0.2%	1%	i	-6%	-14%	-7%	6%	0.1	-1%
12	COC(=O)CSCC(=O)Nc1nnc(-c2ccccc2C)s1	-0.6%	-1%	i	2%	-23%	-1%	0%	-1.4	-1%
13	COc1ccc(Cc2nnc(SCC(=O)N(C)c3ccccc3)o2)cc1	0.2%	1%	i	7%	7%	-1%	-1%	1.0	-1%
14	CCn1nc(C)c(CNC(=O)CC2C(=O)NCCN2CC(C)C)c1C (stereo not given)	-0.5%	1%	i	-12%	-16%	-16%	5%	0.1	2%
15	Cc1ccc(N2CC(C(=O)Nc3nnc(SCCC4OCCO4)s3)CC2=O)cc1C (stereo not given)	0.4%	0%	i	-6%	4%	27%	-18%	-0.7	-5%
16	COc1ccc(-c2c(C)nn3c(N4CCCCCC4)cc(C)nc23)cc1OC	0.3%	?	i	9%	-25%	?	?	-1.5	-3%
17	O=[N+]([O-])c1ccccc1S(=O)c1ccccc1[N+](=O)[O-]	?	/	i	-6%	-48%	?	/	0.8	/
18	O=C(CSc1nnc(-c2cc3ccccc3cc2O)n1Cc1ccco1)c1ccc(F)cc1	8.5%	/	i	12%	-37%	?	23µM*	1.6	-7%
19	COCCN=c1scc(-c2ccc3c(c2)NC(=O)CO3)n1/N=C(\C)c1ccc(O)cc1	-0.4%	-8%	i	17%	-27%	-3%	?	1.2	-1%
20	O=C(COc1ccc2c3c(c(=O)oc2c1)CCC3)NCCCN1CCCC1=O	0.4%	-2%	i	-1%	9%	13%	11%	0.9	0%
21	COc1ccc(NS(=O)(=O)c2cccc(C(=O)N3CCN(C(=O)c4ccco4)CC3)c2)cc1	0.2%	1%	i	1%	-2%	-1%	-18%	0.7	0%
22	OC(c1ccc(Cl)cc1)c1ncc(-c2ccccc2F)[nH]1 (stereo not given)	4.4%	/	i	2%	-28%	-19%	/	0.7	/
23	CCOC(=O)CCSc1nc(C(C)(C)C)cc(C(F)(F)F)c1C#N	-0.6%	1%	i	13%	0%	1%	-19%	0.4	-2%
24	Cc1cn(-c2cc(NC(=O)c3ccc(C)c(NC(=O)c4cccc(-c5cn[nH]c(=O)c5)c4)c3)cc(C(F)(F)F)c2)cn1	-1.7%	2%	i	-16%	-32%	-2%	-4%	-0.4	3%
25	Cc1cc(Cl)ccc1NC(=O)Cn1nnc2sc(-c3ccccc3)cc2c1=O	4.8%	1%	/	-8%	3%	0%	21%	/	/
26	COc1ccccc1NC(=O)CSC1=Nc2ccccc2C2=NC(Cc3ccccc3)C(=O)N12 (stereo not given)	-0.7%	-1%	/	-9%	-2%	-1%	/	/	/
27	O=C1N[C@@H](c2ccccc2)COC(=O)[C@H](Cc2ccc(F)cc2)C/C=C\C[C@@H]1CC(=O)N(CCO)Cc1ccccc1	-2.1%	?	i	-18%	-17%	?	-26%	0.0	-1%
28	Cc1ccccc1-c1nc(CS(=O)(=O)CC(=O)NC(C)c2ccccc2)c(C)o1 (stereo not given)	0.3%&0.3%	4%&10%	i	-2%&-4%	1%&-27%	?	-10%&1%	-1.0	-2%
29	CC(C)Oc1ccc(CNC(=O)CCCn2c(=O)c3cccn3c3ccccc32)cc1	2.5%	-2%	/	1%	-24%	0%	2%	/	/
30	COc1ccc(C2Nc3ccccc3C(=O)N2c2ccc(Cl)cc2)cc1COc1ccc(NC(C)=O)cc1 (stereo not given)	/	-2%	/	/	-18%	-5%	?	/	/

# One compound at a time, from the list above. Order of values: Nrf2 activator | A549 viability | pAkt inh | Abeta yeast res | HepG2 tox | TGFb SMAD3 inh | Nrf2 block | CCT chaperon mod | MmCpn inh
# Record of CCn1nc(C)c(CNC(=O)CC2C(=O)NCCN2CC(C)C)c1C (stereo not given) = -0.5% | 1% | i | -12% | -16% | -16% | 5% | 0.1 | 2%
# Record of COc1ccc(-c2c(C)nn3c(N4CCCCCC4)cc(C)nc23)cc1OC = 0.3% | ? | i | 9% | -25% | ? | ? | -1.5 | -3%
# Record of COc1ccc(C2c3sc(=O)[nH]c3SC3C4CCC(C4)C23)cc1OC (stereo not given) = 2.9% | 1% | i | -2% | 0% | ? | -9% | 0.5 | 1%

# (cont.)
item	Molecule	Nrf2 activator	A549 viability	pAkt inh	Abeta yeast res	HepG2 tox	TGFb SMAD3 inh	Nrf2 block	CCT chaperon mod	MmCpn inh
31	CC1CCN(C(=O)COC(=O)c2n[nH]c3ccccc23)CC1	0.3%	4%	i	-8%	13%	7%	?	2.4	-2%
32	CCc1ccc(N2C(=O)CC(N3CCC(C(=O)OC)CC3)C2=O)cc1 (stereo not given)	-0.7%	3%	i	-45%[inhibitor]	-9%	-3%	?	-7.2	0%
33	CCCCCOc1ccc(/C=C/C(=O)Nc2sc3c(c2C(=O)OCC)CCC3)cc1OC	-1.2%	-1%	/	-3%	-93%	?	3%	/	/
34	COc1ccc(Cc2nnc(NC(=O)CSc3ccccc3)s2)cc1	0.1%	-2%	i	3%	-7%	-8%	-23%	-0.6	0%
35	O=C(CN=C1NC(=O)C(c2ccccc2)(c2ccccc2)N1)NCc1ccc(F)cc1	-0.8%	5%	i	7%	-10%	-13%	-3%	2.3	0%
36	Cc1c(C(=O)N/N=C/c2c(O)ccc3ccccc23)nnn1-c1nonc1N	-0.2%	-2%	i	-4%	-27%	-18%	-6%	-0.9	1%
37	O=C(OCc1ccc(Br)cc1)c1cccnc1Cl	0.8%	-1%	i	-16%	4%	4%	11%	-1.7	2%
38	O=C(/C=C/c1c(Cl)nc2ccccn12)N1CCN(c2ccccc2F)CC1	-0.7%	2%	i	-15%	8%	6%	?	-2.6	0%
39	CCCC(=O)Nc1ccc(-c2nc3ncccc3o2)cc1	0.1%	13%	i	-20%	-6%	-5%	3%	0.0	-5%
40	O=C(Nc1ccccc1)c1cc(C2CCCN(C(=O)C3CC3)C2)on1 (stereo not given)	-3.9%	/	i	-24%	8.9µM*	1%	/	0.8	/
41	CCOC(=O)N1CCN(C(=O)c2cc3sccc3n2C)CC1	-0.1%	1%	/	8%	-1%	-25%	/	-1.3	1%
42	Cc1ccc(C(C(=O)NC(C)(C)C)N(CC2CCCO2)C(=O)CCC(=O)Nc2ccccn2)cc1 (stereo not given)	-0.1%	-17%	i	-1%	0%	5%	-13%	0.4	-1%
43	Cc1ccc(-c2ccc(CN3C(C(C)C)C(=O)N(Cc4cn(CCC5OCCO5)nn4)CCS3(=O)=O)cc2)cc1 (stereo not given)	0.3%	/	i	-2%	-35%	?	/	-2.1	/
44	Cc1cccc(CN2CCC(C(=O)Nc3cccc(-c4cccc(F)c4)c3)CC2)n1	2.4%	-26%	i	-2%	-38%	?	?	1.8	2%
45	COC(=O)C(CC(C)C)NC(=O)c1cc(OC)c(OC)c(OC)c1 (stereo not given)	0.3%	-1%	i	3%	-8%	0%	6%	-0.7	1%
46	Cc1ccc2c(C(=O)CN3CCN(C4CCCCC4)CC3)c(C)[nH]c2c1	0.5%	-1%	i	-3%	-22%	0%	/	-1.2	1%
47	CCc1ccccc1NC(=O)C1CCCN(S(=O)(=O)c2c(C)noc2C)C1 (stereo not given)	-0.7%	-2%	i	-5%	5%	-10%	-6%	1.1	1%
48	CCCCOC(=O)c1ccc(NC(=O)C(=O)NCCN(CC)CC)cc1	0.1%	-5%	i	-3%	8%	26%	9%	-0.7	-2%
49	CC(C)OCCCNC(=O)C1CCC(=O)N1C(C)C (stereo not given)	-0.6%	0%	i	14%	10%	0%	9%	-1.3	0%
